# Source: PubChem
# A350 autofl: A350 region autofluorescence. hit rate 11% among 59,000. max dye-equivalent concentration, M. Compound autofluorescence, 340/450 nm, Alexa 350 dye-equivalents; hits give high values; in the data active = max dye-equivalent concentration above about 10 nM; inconclusive = mostly about 1.1 nM to 9.6 nM
# Casp1 inh: caspase-1 (human) inhibition, allosteric or competitive; hit rate 0.03% among 75,000; AID 900; Potency, µM (highest dose often 57.5 µM), without a hit: top-dose activity change, negative = inhibition, actives largely listed as inhibitors; P29466; Caspase-1 enzyme, Ac-WEHD-AFC fluorogenic rate;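 also: potency is read from the fitted curve at half-maximal effect; plate controls were vehicle for no effect and no substrate for full effect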
# 4-MU autofl: compound fluoresces in the 4-MU spectral region; compound autofluorescence, 340/450 nm, 4-MU equivalents; hits give high values; max dye-equivalent concentration, M; hit rate 11% among 59,000; AID 589; in the data active = max dye-equivalent concentration above about 10 nM; inconclusive = mostly about 1.1 nM to 9.6 nM
#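 Compounds in 100 mM Tris, pH 8.0, incubated 15 min at room temperature, then fluorescence read at 340 nm excitation/450 nm emission. Signal converted to 4-MU dye-equivalent concentration using an on-plate six-point 4-MU standard curve.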
# Tau filament bind: binders of human tau filaments; P10636; Potency, µM (doses to about 57.1 µM), without a hit: top-dose activity change, negative = inhibition; recombinant tau filaments, thioflavin S fluorescence, 15 h; filaments grown with octadecylsulfate alongside compound; hit rate 2% among 71,000; AID 596;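 also: potency is read from the fitted curve at half-maximal effect; % is scaled to controls: 0 for no effect and ±100 for the full control effect; actives lower thioflavin S fluorescence by blocking filaments or displacing dye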
# Target sequence (P10636 whole entry, looked up): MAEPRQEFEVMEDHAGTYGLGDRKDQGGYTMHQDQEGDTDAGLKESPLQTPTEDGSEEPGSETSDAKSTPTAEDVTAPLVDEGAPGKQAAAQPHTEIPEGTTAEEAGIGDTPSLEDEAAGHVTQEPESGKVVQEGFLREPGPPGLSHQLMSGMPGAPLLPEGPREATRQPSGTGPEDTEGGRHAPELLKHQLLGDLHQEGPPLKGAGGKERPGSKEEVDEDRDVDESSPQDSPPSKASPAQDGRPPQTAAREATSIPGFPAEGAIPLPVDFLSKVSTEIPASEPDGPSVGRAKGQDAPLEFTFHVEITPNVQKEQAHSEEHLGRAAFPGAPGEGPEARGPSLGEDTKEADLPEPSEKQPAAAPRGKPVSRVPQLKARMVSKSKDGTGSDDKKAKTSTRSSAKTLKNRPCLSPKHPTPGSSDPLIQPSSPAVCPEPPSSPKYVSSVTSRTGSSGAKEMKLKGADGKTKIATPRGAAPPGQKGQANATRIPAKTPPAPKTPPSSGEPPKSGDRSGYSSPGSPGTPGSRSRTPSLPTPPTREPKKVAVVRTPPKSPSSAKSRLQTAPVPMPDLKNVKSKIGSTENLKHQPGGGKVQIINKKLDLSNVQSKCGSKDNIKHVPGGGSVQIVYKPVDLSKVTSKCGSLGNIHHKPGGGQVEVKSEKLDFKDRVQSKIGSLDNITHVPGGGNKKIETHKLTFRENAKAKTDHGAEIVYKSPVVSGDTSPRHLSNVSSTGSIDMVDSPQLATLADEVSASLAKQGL
#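 Assay mix: 1 uM His-tagged tau, 30 uM sodium octadecylsulfate, thioflavine S dye in HEPES/NaCl/DTT buffer. Compound is added prior to the inducer. Fluorescence after 15 h at 37 C.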
# HEK293 cAMP ctrl: parental HEK293 cAMP activation (counter-screen) | parental HEK293 CNG cAMP sensor, membrane potential fluorescence | Potency, µM (doses to about 57.1 µM), without a hit: at the highest dose activation, hits mostly activators | hit rate 2.5% among 73,000; also: potency is read from the fitted curve at half-maximal effect; % of control where 0% means no effect; nearly all actives have a fitted effect of over 55% in size
#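 Parental HEK 293 cells stably expressing a modified CNG channel (no TSHR) report cAMP rise as membrane depolarization. Membrane potential dye with 100 uM RO 20-1724 was loaded for 60 min at room temperature, then compound added for 30 min; fluorescence read at 590 nm.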
# Casp7 inh: caspase-7 (human) inhibition, allosteric or competitive | P55210 | recombinant caspase-7, Ac-DEVD-AFC fluorescence rate | Potency, µM (series often up to 57.5 µM), inactives show top-dose activity change, negative = inhibition, actives largely listed as inhibitors | hit rate 0.02% among 75,000; active = well fitted inhibition curve with a large enough effect in the main read-out, with a control signal flat, not every such curve was filed as active; inconclusive = small, poorly fitted or top-dose-only effect, or a change in a side signal; also: potency is read from the fitted curve at half-maximal effect; % of control where 0% means no effect
# Target sequence (P55210 24-198 limits assumed): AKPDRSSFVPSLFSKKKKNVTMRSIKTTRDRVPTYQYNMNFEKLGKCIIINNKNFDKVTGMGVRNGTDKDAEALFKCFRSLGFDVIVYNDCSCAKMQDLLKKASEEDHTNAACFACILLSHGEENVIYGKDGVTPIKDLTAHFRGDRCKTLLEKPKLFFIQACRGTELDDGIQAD
# Target sequence (P55210 207-303 limits assumed): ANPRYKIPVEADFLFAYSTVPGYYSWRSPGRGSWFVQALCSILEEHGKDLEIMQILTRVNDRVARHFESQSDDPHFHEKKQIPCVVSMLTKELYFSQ
# ERK AVP block: blocks ERK signaling stimulated by vasopressin; HEK293-V1b, vasopressin-stimulated pERK AlphaScreen; Potency, µM (doses to about 57.5 µM), inactives show at the highest dose activity, negative = inhibition, most hits filed as inhibitors; hit rate 0.99% among 72,000; AID 995; also: potency is read from the fitted curve at half-maximal effect; % is scaled to controls: 0 for no effect and ±100 for the full control effect; nearly all actives have a fitted effect of over 55% in size
#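 Phosphorylated ERK1/2 detected via AlphaScreen bead proximity in lysates of V1b-expressing HEK293 cells given 25 nM vasopressin for 5 min after 30 min compound exposure (37 °C). AC50 from Hill equation; basal DMSO 0%, vasopressin 100%.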
# Rhodamine autofl: compound autofluorescence in rhodamine spectral region; Rhodamine-region fluorescence, 547/598 nm, Tris buffer; hits give high values; hit rate 0.05% among 59,000; max dye-equivalent concentration, M; AID 594; in the data active = max dye-equivalent concentration above about 11 nM; inconclusive = between about 1.1 nM and that limit
#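 Intensities are converted to rhodamine-equivalent concentration using a six-point rhodamine standard on each plate. Compounds sit 15 min at room temperature in 100 mM Tris buffer, pH 8.0; read uses the 547/598 nm excitation/emission pair.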
# Texas Red fluor: Texas Red region autofluorescence; Compound fluorescence, Texas Red channel, 547/618 nm; hits give high values; max dye-equivalent concentration, M; hit rate 0.06% among 59,000; in the data active = max dye-equivalent concentration above about 10 nM; inconclusive = between about 1.1 nM and that limit
#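 Texas Red-region profiling: compounds in 100 mM Tris pH 8.0 were read at 547/618 nm after 15 min at room temperature. Intensities were normalized against a six-point Texas Red standard series to give dye-equivalent concentration.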
# Fluorescein autfl: compound autofluorescence in fluorescein spectral region; Compound autofluorescence, 480/540 nm, fluorescein-equivalent; hits give high values; max fluorescein-equivalent concentration, M; hit rate 0.91% among 59,000; in the data active = max fluorescein-equivalent concentration above about 10 nM; inconclusive = between about 1.1 nM and that limit
#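 Library compounds, added at multiple concentrations to pH 8.0 Tris buffer (100 mM), incubate 15 min at room temperature before CCD imaging at 480 nm excitation and 540 nm emission.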
# FLuc inh: inhibitors of firefly luciferase; hit rate 2.2% among 72,000; P08659; purified firefly luciferase, luminescence, 8 min; Potency, µM (titrated, usually from 57.1 µM), for the others: at the top dose activity change, negative = inhibition, most hits filed as inhibitors; AID 411; also: potency is read from the fitted curve at half-maximal effect; % is scaled to controls: 0 for no effect and ±100 for the full control effect; nearly all actives have a fitted effect of over 40% in size
#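 qHTS concentration-response profiling: light output of P. pyralis luciferase with luciferin and 10 uM ATP, imidazole buffer pH 7.2. Read by luminescence after 8-min room-temperature incubation.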
# * marks the source's active call; other numbers are inactive results; i = inactive; ? = inconclusive; . = no result given; [ ] = remark or other dose. Unless noted, calls follow the shape of the dose curve; as a rule, active = well fitted curve in the direction sought with a large enough effect; inconclusive = small, poorly fitted or top-dose-only effect, or another doubt; inactive = no such curve, though single readings can be large; an effect the other way counts as inactive or inconclusive. These rows are one share of the data. The share of hits here may be higher or lower than overall.
SMILES,A350 autofl,Casp1 inh,4-MU autofl,Tau filament bind,HEK293 cAMP ctrl,Casp7 inh,ERK AVP block,Rhodamine autofl,Texas Red fluor,Fluorescein autfl,FLuc inh
Cc1ccc(-n2c(SCc3cc(=O)n4ccsc4n3)nnc2-c2cccnc2)c(C)c1,i,1%,i,-16%,-1%,-7%,-22%,i,i,?,2%
COc1ccccc1-n1c(N)c(C(=O)NCC2CCCO2)c2nc3ccccc3nc21 (stereo not given),2.5e-06M*,.,2.2e-06M*,.,.,.,.,i,i,?,2%[25.5 µM]
CCc1nnc(NC(=O)c2ccc(S(=O)(=O)NCC(C)C)cc2)s1,i,0%,i,56%,-2%,-1%,-4%,i,?,i,1%
CC1=C2[C@H](/C=C(\C)C(=O)O)CC[C@@H](C)[C@H]2CC1,.,-2%,.,-11%,?,1%,2%,.,.,.,.
O=S(=O)(NC1CCCCC1NCc1ccco1)c1ccccc1 (stereo not given),.,3%,.,-14%[11.4 µM],11%[11.4 µM],0%,-8%,.,.,.,3%
CC1(C)COCN1S(=O)(=O)c1ccc(C(=O)Nc2nnc(-c3ccc(Cl)s3)o2)cc1,i,-1%,i,9%,-6%,2%,13%,i,i,i,0%
CCn1cc(Br)c(C(=O)Nc2ccc(OC)cc2)n1,i,-2%,i,-13%,-3%,1%,-14%,i,i,?,-25%
COCCCNC(=O)CN(C1CCCCC1)S(=O)(=O)c1ccc(C)cc1,.,-1%,.,-4%[11.4 µM],6%[11.4 µM],2%,5%,.,.,.,1%
COc1cccc(C(=O)Nc2ccc(-c3nnc(-c4ccco4)o3)cc2)c1,2.5e-08M*,.,1.8e-08M*,.,.,.,.,i,i,?,-2%[25.5 µM]
O=c1cc(CO)oc(C(Nc2ccccn2)c2ccc(C(F)(F)F)cc2)c1O (stereo not given),i,-2%,i,-2%,-7%,0%,-6%,i,?,i,-1%
COc1ccc(C2C(C(=O)NCCN3CCOCC3)c3ccccc3C(=O)N2C2CCCCC2)cc1 (stereo not given),i,1%,i,5%,8%,0%,14%,i,i,i,0%
Cc1ccc(-c2cc(C(=O)NCc3cccnc3)no2)cc1,i,-1%,i,64%,2%,-1%,-22%,i,i,i,?
Cc1nnc(SCc2ccc(Cl)cc2Cl)[nH]c1=O,.,-1%,.,-4%,?,0%,2%,.,.,.,-1%
Cn1nnnc1SCC(=O)N1CCc2ccccc2C1,i,-1%,i,1%,1%,-1%,0%,i,i,?,2%
CC1(C)[C@@H](O)CC[C@@]2(C)[C@H]1CC[C@]1(C)[C@H]2C(=O)C=C2[C@@H]3C[C@@](C)(C(=O)O)CC[C@]3(C)CC[C@@]21C,i,.,i,?,?,.,.,i,i,?,1%[11.4 µM]
COc1ccc(NC(C)=O)cc1NC(=O)CSc1nnc(-c2ccncc2)n1C,?,-3%,?,7%,-3%,-3%,6%,i,i,i,8%
CCOc1cc(-c2noc(-c3ccncc3)n2)cc(Br)c1OC,i,4%,i,-21%,20%,0%,2%,i,?,i,1%
COCCN1C(=O)C(O)=C(C(=O)c2ccco2)C1c1cccc(Oc2ccccc2)c1 (stereo not given),.,0%,.,-9%[11.4 µM],?,-4%,-8%,.,.,.,-3%
CCCc1cc2c(=O)c(-c3ccccn3)coc2cc1OC,i,2%,i,4%,15%,-3%,1%,i,i,i,-9%
CN(Cc1ccco1)c1nc(-c2ccc3c(c2)OCO3)nc2ccccc12,i,-3%,i,-11%,?,-3%,-24%,i,i,i,-1%[2.29 µM]
CC(NC(=O)c1ccc(F)cc1)C(c1cccs1)N1CCN(C)CC1 (stereo not given),i,0%,i,-1%,7%,-2%,8%,i,i,?,-1%
O=C(NCc1ccc2c(c1)OCO2)C1CCC(CNS(=O)(=O)c2ccccc2)CC1 (stereo not given),i,1%,i,153%,?,0%,19%,i,i,i,1%
O=C(NC1CCCCCC1)C1CCCN(S(=O)(=O)c2cnc[nH]2)C1 (stereo not given),.,-8%,.,0%,2%,0%,13%,.,.,.,1%
Cc1cc(C)n2nc(SCC3COc4ccccc4O3)nc2n1 (stereo not given),i,0%,i,-11%,8%,-3%,?,i,i,?,-3%
CCCn1c2c(c(O)c(C(=O)Nc3ccc(C)cn3)c1=O)CCCC2,i,1%,i,7%,6%,-1%,-4%,i,i,i,4%
CC(C)NC(=O)C1CC(=O)N(c2ccc(F)c(Cl)c2)C1 (stereo not given),i,2%,i,6%,4%,1%,5%,i,i,i,3%
CCOC(=O)c1cnc(Nc2nc3ccccc3o2)nc1CSc1ncccn1,i,1%,i,-1%,3%,-1%,9%,i,i,i,2%
O=C1CCCC/C1=C\Nc1ccc(O)cc1,?,-7%,?,-17%,3%,-2%,-8%,i,?,?,-3%
CSc1nc2c(c(=O)[nH]1)C(c1ccncc1)C(C(=O)OC(C)C)=C(C)N2 (stereo not given),1.7e-08M*,0%,1.5e-08M*,5%,2%,0%,23%,i,?,i,2%
Cn1cnnc1SCC(=O)NCc1cccc(C(F)(F)F)c1,i,2%,i,5%,0%,0%,13%,i,i,i,-1%
COc1ccc(N/C=C2\CCOC2=O)cc1,.,-3%,.,10%[11.4 µM],2%[11.4 µM],0%,?,.,.,.,-1%
CC(=O)c1cccc(NC(=O)CCOc2ccccc2)c1,.,-1%,.,9%,9%,2%,-20%,.,.,.,-4%
O=C(Nc1nc(NC(=O)c2ccco2)n(-c2ccccc2)n1)c1ccccc1,i,.,i,.,.,.,.,i,i,?,-1%[25.5 µM]
Cc1cc2c(c(N)n1)c(=O)oc1ccccc12,5.3e-07M*,1%,4e-07M*,4%,3%,-1%,-23%,i,i,i,1%
COCCCNC(=O)c1ccc(N(C)S(=O)(=O)c2ccc(OC)cc2)cc1,i,1%,i,7%,-1%,2%,-7%,i,?,i,3%
O=C(c1ccc(NS(=O)(=O)c2ccccc2)cc1)N1CCCC1,i,1%,i,-15%,20%,0%,-16%,i,i,i,0%
O=C(Cc1c(C(=O)O)[nH]c2ccccc12)Nc1ccc2c(c1)OCO2,i,3%,i,4%,5%,0%,11%,i,i,i,-6%
COc1ccccc1-c1nccc(NCc2cccc(C)c2)n1,i,0%,i,111%,?,1%,12%,i,i,i,2%[2.29 µM]
C=CCSc1nnc(NC(=O)c2ccc(S(=O)(=O)NCC3CCCO3)cc2)s1 (stereo not given),?,-1%,i,3%,-1%,1%,?,i,i,i,-1%
COC(=O)c1cc(C(=O)OC)cc(N2C(=O)CN=C2Nc2nc(C)cc(C)n2)c1,?,-3%,i,-1%,-1%,-7%,-16%,i,i,?,0%

# Profiles, quoted from the list. Values in the order: A350 autofl | Casp1 inh | 4-MU autofl | Tau filament bind | HEK293 cAMP ctrl | Casp7 inh | ERK AVP block | Rhodamine autofl | Texas Red fluor | Fluorescein autfl | FLuc inh
# Profile of CCOC(=O)c1cnc(Nc2nc3ccccc3o2)nc1CSc1ncccn1 → i | 1% | i | -1% | 3% | -1% | 9% | i | i | i | 2%
# Profile of O=C(c1ccc(NS(=O)(=O)c2ccccc2)cc1)N1CCCC1 → i | 1% | i | -15% | 20% | 0% | -16% | i | i | i | 0%

# Remaining list, next part:
SMILES,A350 autofl,Casp1 inh,4-MU autofl,Tau filament bind,HEK293 cAMP ctrl,Casp7 inh,ERK AVP block,Rhodamine autofl,Texas Red fluor,Fluorescein autfl,FLuc inh
O=C1C2C3C=CC(CO)(O3)C2C(=O)N1c1ccc(-c2ccccc2)cc1 (stereo not given),.,-2%,.,31%,9%,0%,9%,.,.,.,-7%
CCOc1ccc2nc(NCCNC(=O)C3CC3)c(C)cc2c1,3.5e-07M*,-1%,3.8e-07M*,26%,?,0%,2%,i,i,i,-1%
Cc1ccc(-c2cc(-c3cccc(F)c3)n[nH]2)c(O)c1,i,?,i,-27%,-6%,-18%,-13%,i,i,i,13µM*
CCS(=O)(=O)Nc1ccc(C(=O)OC)cc1,i,0%,i,3%,16%,-2%,-16%,i,i,i,0%
Cn1c(=O)c2c(nc(-n3ccnc3)n2C)n(C)c1=O,i,0%,i,-1%,17%,-1%,-9%,i,i,i,-2%
CCN(CC)C(=O)CSc1nc2ccccc2c(=O)n1CCC(=O)NCc1ccc(F)cc1,i,2%,i,-3%,20%,-2%,-22%,i,?,?,2%
Cc1nc(NC(=O)c2oc3ccccc3c2C)sc1C(=O)N(C)C,?,0%,i,-3%,5%,0%,-19%,i,i,i,-19%
CC(C)(C)OC(=O)NCCc1nnc(SCC(N)=O)o1,i,1%,i,-1%,5%,0%,-3%,i,?,i,1%
Cc1noc(C)c1COC(=O)CCc1nc2ccccc2c(=O)[nH]1,i,-2%,i,-6%,-1%,-2%,-1%,i,i,i,-4%
Cc1c(NC(=O)CSc2nc3ccccc3[nH]2)c(=O)n(-c2ccccc2)n1C,.,1%,.,14%,-2%,0%,-7%,.,.,.,0%
O=C(Nc1ccc2c(c1)OCCO2)c1ccc(S(=O)(=O)N2CCCCC2)cc1,i,0%,i,?,-15%,-2%,12%,i,?,i,-13%
CC(=O)c1cc(C(=O)Nc2ccccc2C(=O)O)oc1C,i,-2%,i,7%,-14%,0%,0%,i,i,i,-3%
O=C(NCCN1CCOCC1)c1nn2c(c1Cl)NC(c1ccccc1)CC2C(F)(F)F (stereo not given),i,0%,i,-11%,9%,1%,16%,i,i,i,3%
COc1ccc(Cl)cc1NC(=O)CSc1nnc(COc2ccccc2)n1C,i,-3%,i,28%,?,-1%,?,i,i,i,2%
COc1ccccc1NC(=O)C1=C(C)Nc2nnnn2C1c1cccc(C)c1 (stereo not given),.,3%,.,54%,3%,-1%,-7%,.,.,.,3%
